TRPC4 inh: blocks the mouse TRPC4 cation channel; HEK293 TRPC4beta/mu-opioid, DAMGO-evoked Fluo4 calcium flux; hits give low values; B-score at 10 µM; 300,000 compounds, 0.39% hits; AID 2247;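 active means B-score over 3 SD under the library average, no early fluorescence shift, positive overall ratio signal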
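Material: HEK293 cells with stable TRPC4beta plus mu-opioid receptor expression / Probe or stimulus: DAMGO in two steps, submaximal then maximal / Compound: single concentration per test compound / Technique: kinetic Fluo4 fluorescence imaging of calcium influx / Read-out: per-well B score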
HIF activator: HIF pathway transcriptional activation; 300,000 compounds, 0.32% hits; U2OS HRE-luciferase reporter, luminescence; normalized: DMSO 0%, desferrioxamine 100%; activation, % at 7.5 µM (by protocol);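 active means mean activation of at least 10% of the iron chelator positive control signal, with at least half of replicates also reaching 10%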
TRPC6 activator: activates the mouse TRPC6 cation channel; Q61143; HEK293-TRPC6 membrane potential dye fluorescence; hits give high values; B-score at 10 µM; 310,000 compounds, 0.13% hits; AID 2550;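 active means B-score of the integrated fluorescence ratio above library mean plus 3 SD, and starting fluorescence ratio within library mean plus 5 SD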;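 further: higher score means more depolarization so channel activation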
Target sequence (Q61143 whole entry, looked up): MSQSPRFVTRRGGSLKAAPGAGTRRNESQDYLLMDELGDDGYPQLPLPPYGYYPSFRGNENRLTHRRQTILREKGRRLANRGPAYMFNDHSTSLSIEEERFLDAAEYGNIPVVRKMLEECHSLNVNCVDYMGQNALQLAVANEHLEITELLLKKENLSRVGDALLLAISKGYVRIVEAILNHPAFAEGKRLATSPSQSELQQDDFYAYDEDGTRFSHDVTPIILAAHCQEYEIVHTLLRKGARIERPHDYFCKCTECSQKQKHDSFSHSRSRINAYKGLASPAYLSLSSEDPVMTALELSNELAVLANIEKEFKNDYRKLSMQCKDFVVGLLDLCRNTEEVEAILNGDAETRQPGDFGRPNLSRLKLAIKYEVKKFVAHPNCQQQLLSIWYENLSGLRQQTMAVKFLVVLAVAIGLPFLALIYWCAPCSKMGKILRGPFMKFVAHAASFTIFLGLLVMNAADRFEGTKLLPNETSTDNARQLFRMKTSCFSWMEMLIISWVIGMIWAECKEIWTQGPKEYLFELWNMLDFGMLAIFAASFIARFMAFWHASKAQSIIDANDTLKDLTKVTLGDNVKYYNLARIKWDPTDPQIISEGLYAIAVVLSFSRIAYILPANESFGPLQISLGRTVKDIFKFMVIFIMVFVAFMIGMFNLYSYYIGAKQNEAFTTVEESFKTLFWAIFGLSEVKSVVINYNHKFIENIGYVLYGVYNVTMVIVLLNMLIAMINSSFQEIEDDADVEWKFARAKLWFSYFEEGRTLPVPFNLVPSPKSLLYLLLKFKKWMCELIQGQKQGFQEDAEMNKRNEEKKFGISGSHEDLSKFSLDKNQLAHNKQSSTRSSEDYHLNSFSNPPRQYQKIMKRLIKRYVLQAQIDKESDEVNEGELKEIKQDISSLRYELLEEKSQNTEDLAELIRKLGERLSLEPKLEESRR
TRPC4 PAM: allosterically enhances the mouse TRPC4 cation channel; Q9QUQ5; HEK293 TRPC4beta/mu-opioid, DAMGO EC20, Fluo-4 Ca2+ flux; hits give high values; B-score at 10 µM; 310,000 compounds, 0.42% hits; AID 2227;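 active means B-score of calcium response area above 5 SD of library B-scores, with initial fluorescence ratio within 5 SD of library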;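 further: B-score of integrated fluorescence ratio over time as area under calcium response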
KLF5 inhibitor: suppresses KLF5 promoter-driven expression; DLD-1 KLF5 promoter-luciferase reporter, luminescence; inhibition, % at 5 µM; 290,000 compounds, 0.23% hits; AID 1700;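 active means inhibition above a per-plate limit of that plate's mean compound inhibition plus 3 SD, cut at about 60% in these data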;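 further: 0% = DMSO wells and 100% = LY294002 at 200 µM; higher means less KLF5 promoter-driven luciferase light; inactives centre near -14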
TRPC4 act: TRPC4 (mouse) channel activation; Q9QUQ5; B-score at 10 µM; HEK293 TRPC4beta/mu-opioid, Fluo4 calcium fluorescence; hits give high values; 310,000 compounds, 0.49% hits;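 active means B-score above 5 SD of library B-scores, and initial fluorescence ratio not above library mean plus 5 SD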;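 further: positive B-score marks a calcium rise read as TRPC4 activation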
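Assay system: HEK293 cells stably co-expressing mouse TRPC4beta and mu-opioid receptor / Timing: Fluo4 dye loading 45 min at room temperature, 110 s recording / Signal: Fluo4 calcium-sensitive dye fluorescence, kinetic, 1 Hz baseline / Read-out: integrated baseline-normalised fluorescence ratio, converted to per-well B score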
aSyn UTR inh: MLPCN primary screen, SNCA 5' untranslated region; alpha-synuclein 5'UTR reporter, inhibitor activity; 300,000 compounds, 0.82% hits; inhibition, % (tested at 7.5 µM); in the data active means inhibition above about 60%;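 further: H4 neuroglioblastoma cells stably carrying SNCA 5'UTR luciferase fusion; 0% = DMSO wells and 100% = positive control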
IEC-6 tox: kills IEC-6 intestinal cells in KLF5 counter-screen. IEC-6 cytotoxicity, luminescence viability. inhibition, % at 5 µM. 290,000 compounds, 0.78% hits; in the data active means inhibition above about 22%;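 further: 0% = plate median of test compound wells and 100% = cytotoxic reference compound wells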
MrgX1 antagonist: human MrgX1 receptor antagonism, primary screen; MRGX1-HEK293 calcium flux, Fluo-4, BAM8-22 antagonism; hits give low values; B-score at 10 µM; Q96LB2; 310,000 compounds, 1.3% hits;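 active means calcium-response B-score plate-corrected more than 3 library SD below zero, starting fluorescence within 5 deviations, no agonist response on first addition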;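 further: peak minus trough fluorescence over baseline after final BAM8-22 challenge near maximal dose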
TRPC6 inhibitor: inhibitors of mouse TRPC6 channel | HEK293-TRPC6, membrane potential dye, ACh-evoked depolarization; hits give low values | B-score at 10 µM | 310,000 compounds, 1.1% hits | AID 2553;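 active means B-score under library mean minus 3 SD, initial fluorescence not abnormally high, positive integrated signal ratio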;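 further: B-score derived from integrated fluorescence ratio over the kinetic read; more negative B-score means stronger inhibition of depolarization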
SKKanGAS inh: blocks kanamycin growth of S. pyogenes SKKanGAS strain. BacTiter-Glo, 6 h. inhibition, % at 7.5 µM. 300,000 compounds, 1.3% hits;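 active means mean replicate score, as percent of positive control median, at least 50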;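 further: strain carries kanamycin resistance gene driven by streptokinase promoter and grows in 40 µg/ml kanamycin; loss of luminescence reflects streptokinase promoter inhibition or plain growth inhibition; 0% = median of DMSO wells and 100% = positive control at its reference dose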
* marks the source's active call; other numbers are inactive results; i = inactive; . = no result given.

smiles	TRPC4 inh	HIF activator	TRPC6 activator	TRPC4 PAM	KLF5 inhibitor	TRPC4 act	aSyn UTR inh	IEC-6 tox	MrgX1 antagonist	TRPC6 inhibitor	SKKanGAS inh
CO/N=C/c1cccn1-c1nccc(OC)c1C#N	i	0.3	i	i	-16	i	11	-5	i	i	-2
CCCc1nnc(NC(=O)CCC(=O)NCCc2ccc(Cl)cc2)s1	i	-0.1	i	i	2	i	-13	2	i	i	-5
O=C(Nc1cccc2ncccc12)c1ccc2c(c1)OCCO2	i	0.4	i	i	-62	i	-31	2	i	i	-14
O=[N+]([O-])C(=c1ccc2c(c1)N1C3=C(CCCC3)CC3CCCCC31N=2)[N+](=O)[O-] (stereo unspecified)	i	-0.2	i	i	-9	i	22	-9	i	i	14
CC(=O)N1CCN(S(=O)(=O)c2cccc(C(=O)Nc3ccc(F)c(F)c3)c2)CC1	i	0.9	i	i	-7	i	8	-1	i	i	-15
CCCCc1ccc(NC(=O)CSc2nc(=O)n(CCN3CCOCC3)c3c2CCC3)cc1	i	0.3	i	i	.	i	-3	.	i	i	-8
CN(CCc1ccccn1)C1CCCN(S(=O)(=O)c2ccccc2Cl)C1 (stereo unspecified)	i	-0.3	i	i	-19	i	-18	6	i	i	-6
COc1ccc(C(=O)N=c2c(C#N)cc3c(=O)n4cccc(C)c4nc3n2Cc2ccco2)cc1	i	0.1	i	i	-24	i	-6	-10	.	i	24
O=C(c1ccc2ncsc2c1)N1CCN(c2ccccc2Cl)CC1	i	2.3	i	i	-58	i	-33	-3	i	i	3
COc1ccc(C(Nc2ccc(S(=O)(=O)NCC3CCCO3)cc2)C(=O)NC(C)(C)C)cc1OC (stereo unspecified)	i	-0.1	i	i	-4	i	9	-7	i	i	-2
O=C(CSc1nnc(-c2ccccc2)o1)Nc1ccccc1F	i	-2.8	i	i	72*	i	74*	29*	i	i	-7
Cc1ccc(-c2nnn3c2nc(NCCc2ccc(S(N)(=O)=O)cc2)c2ccccc23)cc1	i	0.5	i	i	8	i	-19	55*	i	i	14
CC1(C(=O)NNC(=O)C2CCCCC2)CC1(Cl)Cl (stereo unspecified)	i	-0.3	i	i	16	i	12	-6	i	i	-1
COc1ccc(OC)c(C2=NOC(C(=O)NCc3ccco3)C2)c1 (stereo unspecified)	i	0.2	i	i	-42	i	-12	2	i	i	-4
CCc1cccc(CC)c1-n1c(-c2cccnc2)n[nH]c1=S	i	-0.7	i	i	-34	i	4	-3	i	i	0
COc1ccc2[nH]c3c(=O)n(CCCN4CCOCC4)cnc3c2c1	i	-0.1	i	i	-16	i	2	7	i	i	-6
CN(C)C(=S)NC(=O)C12CC3(C)CC(C)(CC(C)(C3)C1)C2	i	-0.1	i	i	-16	i	3	1	i	i	34
Cc1ccc(-c2c(C)n([O-])c3c([n+]2=O)CCCC3)o1	i	0.7	i	i	-3	i	-25	0	i	i	2
O=C(COc1ccc(F)cc1)NCCN1CCCC1	i	1.6	i	i	-20	i	4	5	i	i	5
COc1ccc(C(CCO)NC(=O)c2cccs2)cc1OC (stereo unspecified)	i	-0.6	i	i	-20	i	22	-5	i	i	-2
Cc1ccc(NC(=O)CN(C)CC(=O)Nc2cccc(F)c2)cc1[N+](=O)[O-]	i	0.5	i	i	-36	i	29	13	i	i	-9
COc1ccc(CCNC(=O)CO/N=C/c2cc3c(cc2Br)OCO3)cc1OC	i	0.2	i	i	-10	i	-7	-8	i	i	-2
O=C(CSc1nnc(-c2ccco2)n1Cc1ccccc1)c1ccccc1	i	3.1	i	i	-57	i	-104	0	i	i	-3
COc1ccc(/C=C(/NC(=O)c2ccccc2)C(=O)Nc2cccc(C(=O)O)c2)cc1	i	0.4	i	i	-28	i	15	-2	i	i	1
CCC(=O)Nc1ccccc1C(=O)N1CCOCC1	i	-0.5	i	i	-32	i	-3	3	i	i	-6
Cc1ccc(S(=O)(=O)C2(C(=O)Nc3ccc(Br)cc3)CC2)cc1	i	-0.1	i	i	-26	i	-1	-4	i	i	8
Cc1ccccc1-n1cc(C(=O)c2cc(Cl)ccc2O)cc(C#N)c1=O	i	-0.1	i	i	-33	i	-12	-13	i	i	-2
COc1cc2c(cc1OC)CC(=O)N(C)CC2	i	-0.2	i	i	-26	i	5	2	i	i	-13
Cc1ccc2c(c1)cc(CN(Cc1ccc3c(c1)OCO3)C(=O)c1cnccn1)c1nnnn12	i	-0.5	i	i	9	i	-6	0	i	i	-3
CCC(C)NC(=O)C1CCN(c2nc(C)cc(C)n2)CC1 (stereo unspecified)	i	-0.1	i	i	3	i	8	3	i	i	-3
O=C(Nc1ccccc1)C1CCOC1=O (stereo unspecified)	i	-0.7	i	i	.	i	-9	.	i	i	-4
COc1cccc(C(=O)Nn2cnnc2)c1	i	0.0	i	i	5	i	0	1	i	i	1
CCOC(=O)Cc1nnc(NC(=O)C(CC)Sc2nnc3c4ccccc4n(C)c3n2)s1 (stereo unspecified)	i	0.0	i	i	-15	i	-17	-2	i	i	5
CCN(CC)c1ccc(/C=N/OCC(=O)Nc2cccc(C)c2)cc1	i	0.0	i	i	18	i	22	4	i	i	-12
COc1ccc2c(c1)Cc1sc(NC(=O)c3cccnc3)nc1-2	i	0.0	i	i	-4	i	-63	-8	i	i	2
CC(C)CN1CC(=O)N2C(c3ccccc3)c3[nH]c4ccccc4c3C[C@H]2C1=O (stereo partly specified)	i	-4.0	i	i	-9	i	11	-3	i	i	9
CN(Cc1ccccc1)c1ccc(S(=O)(=O)N2CCC(C(=O)O)CC2)cc1[N+](=O)[O-]	i	0.0	i	i	-4	i	19	1	i	i	.
O=C(c1ccccc1)N1N=C(C(F)(F)F)CC1(O)c1ccccc1 (stereo unspecified)	i	0.1	i	i	-4	i	34	4	i	i	3
Cc1ccc(C(=O)N2CCN(c3ccc(NC(=S)NC(=O)Cc4ccccc4)cc3)CC2)cc1	i	-0.3	i	i	-10	i	16	0	i	i	8
O=C(CSc1nncn1-c1ccccc1)Nc1c(F)cccc1F	i	-0.3	i	i	-15	i	-8	-2	i	i	-7
Cc1cc(C)cc(NC(=O)C(=O)NCCc2c[nH]c3ccccc23)c1	i	-0.4	i	i	-35	i	-19	-2	i	i	-5
Cc1ccccc1S(=O)(=O)Cc1ccc(C(=O)NCCCN2CCCC(C)C2)o1 (stereo unspecified)	i	0.3	i	i	-12	i	-12	-5	i	i	-1
N#CC1=C(N)OC2=C(C(=O)CCC2)C1c1ccsc1 (stereo unspecified)	i	-1.9	i	i	-38	i	-12	0	i	i	-1
Cc1cccc(N2CCN(C(=O)C(Cc3ccccc3)NC(N)=O)CC2)c1C (stereo unspecified)	i	-0.1	i	i	-24	i	-4	-4	i	i	1
C=CCN(C(=O)CCC(=O)Nc1cc(C)on1)C(C(=O)NC1CCCC1)c1cccnc1 (stereo unspecified)	i	-0.3	i	i	10	i	5	6	i	i	2
CS(=O)(=O)NN1C(=O)c2ccccc2NC1c1cccc(O)c1 (stereo unspecified)	i	0.2	i	i	-16	i	10	0	i	i	2
CCCCC(CC)C(=O)NCC(C)NC(=O)C(CC)CCCC (stereo unspecified)	i	-0.3	i	i	-15	i	1	1	i	i	1
O=C1CCc2cc(NS(=O)(=O)c3cc(F)ccc3F)cc3c2N1CC3	i	-0.3	i	i	.	i	12	.	i	i	-3
COc1ccc(Cl)cc1NC(=S)N1CCC(c2ccc(C)cc2)C1 (stereo unspecified)	i	0.1	i	i	-4	i	-5	2	i	i	6
COc1ccc(NC(=O)c2ccccc2[N+](=O)[O-])cc1	i	1.4	i	i	-16	i	-41	3	i	i	2
Cc1nn(-c2ccccc2)c2c1C(c1ccc(F)cc1F)C(C#N)=C(N)O2 (stereo unspecified)	i	0.2	i	i	-16	i	-23	6	i	i	8
CCCCn1c2c(c(=O)n(C)c1=O)C(CC(=O)OCC(=O)Nc1cccc(C(F)(F)F)c1)C(=O)N2 (stereo unspecified)	i	-0.3	i	i	-7	i	8	5	i	i	9
CC(C)(C)c1ccc(OCC(=O)NNC(=O)C2CCCO2)cc1 (stereo unspecified)	i	0.0	i	i	-48	i	-11	3	i	i	10
O=C1CCC2S/C(=C/Nc3ccc(C(F)(F)F)cc3)C(=O)N12 (stereo unspecified)	i	-2.9	i	i	40	i	99*	7	-4.8*	i	-4
COc1ccc(CCNCc2ccccc2N2CCCC2)cc1	i	-1.4	i	i	-20	i	2	2	i	i	-3
CCCn1c(C(C)NS(=O)(=O)c2ccccc2)n[nH]c1=S (stereo unspecified)	i	-0.6	i	i	-30	i	1	1	i	i	0
CNC(=O)COC(=O)/C=C/c1cn(-c2ccccc2)nc1-c1ccc2c(c1)OCCO2	i	-1.1	i	i	23	i	-21	-2	i	i	-9
CC12C(=O)N(CCC(=O)O)C(=O)C1C1C=CC2C1 (stereo unspecified)	i	-0.2	i	i	-8	i	-2	3	i	i	-16
CCOc1ccc(OCC)c(-c2c(=O)n(OCc3ccccc3C(=O)OC)c3ccccc3[n+]2[O-])c1	i	-1.0	i	i	25	i	-28	-3	i	i	4
CS(=O)(=O)N(CC(=O)N1CCCC1)c1ccccc1Br	i	1.1	i	i	-11	i	-8	0	i	i	-1
CC(C)Cn1c(N)c(C(=O)COC(=O)c2cnc(Cl)c(Cl)c2)c(=O)n(C)c1=O	i	1.1	i	i	13	i	-14	-5	i	i	3
C/C(=N/NC(=O)c1ccc(Br)o1)c1cccc(NC(=O)c2ccc(C)o2)c1	i	1.9	i	i	0	i	-40	4	i	i	0
CCN1CCN(C(c2cccc(OC)c2OC)c2nnnn2Cc2ccco2)CC1 (stereo unspecified)	i	0.3	i	i	-38	i	20	0	i	i	-2
